# PKA-R1A activ: activators of PKA-R1A holoenzyme, primary screen, biochemical, fluorescence polarization, Cy5-IP20, bovine R1A, mouse PKAc | 340,000 compounds, 0.083% hits | activation, % at 11.4 µM | PKA-R1A dissociation; scaled: DMSO 0%, 113 µM cGMP 100% | AID 504707, 2011;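 active = percent activation above the mean of all tested compounds plus 3 SD, cut at about 19% in these data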;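 note: higher means more PKAc released from R1A so a rise in polarization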
# PKA-R2B act: activators of PKA-R2B holoenzyme, primary screen, biochemical, fluorescence polarization, Cy5-IP20, human; 340,000 compounds, 0.079% hits; cAMP-dependent protein kinase catalytic subunit beta (Homo sapiens) + cAMP-dependent …; AID 504700, 2011; PKA-R2B holoenzyme dissociation; R2B truncated from residue 108, S112A mutant; 0% DMSO only, 100% 113 µM cGMP; activation, % at 11.4 µM;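 active = activation above a cutoff set at the mean over all compounds plus 3 SD, cut at about 18% in these data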;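 note: higher means more holoenzyme dissociation and a rise in polarization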
# Target sequence (P31323 whole entry, looked up, other chains not shown, the tested form may be a part): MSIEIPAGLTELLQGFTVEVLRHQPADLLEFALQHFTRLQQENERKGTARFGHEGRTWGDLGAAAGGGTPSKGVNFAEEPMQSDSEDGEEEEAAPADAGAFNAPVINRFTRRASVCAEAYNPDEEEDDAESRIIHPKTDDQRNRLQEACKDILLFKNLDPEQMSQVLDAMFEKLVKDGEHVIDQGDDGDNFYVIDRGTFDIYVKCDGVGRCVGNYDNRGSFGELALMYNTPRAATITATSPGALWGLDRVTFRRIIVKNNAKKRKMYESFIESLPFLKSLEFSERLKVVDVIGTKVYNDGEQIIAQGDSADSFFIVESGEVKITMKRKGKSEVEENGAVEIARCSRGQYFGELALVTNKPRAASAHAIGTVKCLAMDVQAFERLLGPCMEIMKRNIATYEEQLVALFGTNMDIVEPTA
# DSG3 Ab inh: inhibitors of pemphigus antibody binding to DSG3, primary screen, biochemical, bead-based, flow cytometry, scFv-GFP. Desmoglein-3 (Homo sapiens), P32926. binding (percent of control), % at 10 µM. DSG3-coupled beads, scFv-anti-DSG3-GFP binding; active compounds read low. 310,000 compounds, 0.48% hits;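 active = binding more than 3 SD below its plate's average and above zero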;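 note: hits lower antibody fragment binding to DSG3; some compounds called inactive have numbers as strong as hits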
# HTR5A inv ctr: HTR5A inverse agonists in luminescence cell assay, primary screen, counter-screen for OPRM1-OPRD1 heterodimer inverse agonist project, full-deck HTS; HTR5A cell line, inverse agonism; inhibition, % at 9.3 µM; 340,000 compounds, 0.083% hits; AID 504634, 2011; in the data active = inhibition mostly above about 23%, no sharp cut-off; inactive = mostly below about 18%;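 note: 0% = cells with DMSO and 100% = no-cell wells with DMSO; some compounds called inactive have numbers as strong as hits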
# Target sequence (P47898 whole entry, looked up): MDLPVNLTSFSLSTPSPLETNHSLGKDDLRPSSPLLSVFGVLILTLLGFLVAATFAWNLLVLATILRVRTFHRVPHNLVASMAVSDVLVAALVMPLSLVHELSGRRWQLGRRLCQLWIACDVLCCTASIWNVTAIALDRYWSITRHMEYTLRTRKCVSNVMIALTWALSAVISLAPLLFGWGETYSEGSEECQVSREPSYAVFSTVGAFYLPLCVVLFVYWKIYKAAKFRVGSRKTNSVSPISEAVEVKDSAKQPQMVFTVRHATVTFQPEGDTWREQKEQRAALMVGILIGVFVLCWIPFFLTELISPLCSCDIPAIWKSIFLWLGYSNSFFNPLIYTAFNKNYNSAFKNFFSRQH
# OPRM1-OPRD1 ag: agonists of OPRM1-OPRD1 heterodimerization, primary screen, cell-based, luminescence; activation, % at 9.3 µM; Mu-type opioid receptor (Homo sapiens) + Delta-type opioid receptor (Homo sapiens), …; cells; 340,000 compounds, 0.3% hits; in the data active = activation above about 18%;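 note: 0% = vehicle-treated cells and 100% = reference agonist; values of inactives mirror those of a sister screen read the other way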
# V-ATPase pH: regulators of yeast V-ATPase proton pumping, primary screen, pHLuorin cytosolic pH fluorescence | S. cerevisiae | AID 504577, 2011 | response, % at 10 µM | 350,000 compounds, 0.37% hits; in the data active = response mostly above about 7.3%, no sharp cut-off; inactive = mostly below about 5.4%; note: actives read high; inactives centre near 0; some compounds called inactive have numbers as strong as hits; reference of the scale not given here
# DAGLB inh: DAGLB lipase inhibitors, primary screen, biochemical, fluorescence, HTS; HEK293T DAGLB membrane lysate, EnzChek fluorogenic substrate; inhibition, % at 5.17 µM; 340,000 compounds, 0.059% hits; Diacylglycerol lipase-beta (Homo sapiens), Q8NCG7; in the data active = inhibition above about 34%;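 note: 0% = enzyme with vehicle and 100% = wells lacking enzyme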
# HTR5A ag ctr: HTR5A agonists in luminescence cell assay, primary screen, counter-screen for OPRM1-OPRD1 heterodimer agonist project, full-deck HTS. cell-based. 340,000 compounds, 0.61% hits. activation, % at 9.3 µM. 5-hydroxytryptamine receptor 5A (Homo sapiens), P47898; in the data active = activation mostly above about 9.5%, no sharp cut-off; inactive = mostly below about 7.6%;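 note: 0% = cells with vehicle only and 100% = reference agonist; strong numbers were not always called active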
# OPRM1-OPRD1 inv: inverse agonists of MOR-DOR heterodimerization, primary screen, cell-based, luminescence. AID 504357, 2011. Mu-type opioid receptor (Homo sapiens) + Delta-type opioid receptor (Homo sapiens), …. inhibition, % at 9.3 µM. cell-based MOR-DOR heterodimer luminescence, inverse agonism. 340,000 compounds, 0.21% hits; in the data active = inhibition above about 22%, passing the limit was not always enough;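 note: 0% = cells with DMSO and 100% = wells without cells with DMSO; values of inactives mirror those of a sister screen read the other way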
# Arr AP2 block: inhibitors of beta-arrestin/AP2 binding, primary screen, biochemical, GPCR trafficking, flow cytometry | beta-arrestin 1 C-terminal peptide binding to AP2 beta2-adaptin appendage (human) | FITC-arrestin peptide / GST-AP2 beads; AP2 beta2 appendage carries R879A mutation | inhibition, % at 10 µM | 340,000 compounds, 0.31% hits;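 active = inhibition above a set limit, near 3 SD of compounds lacking own fluorescence, cut at about 54% in these data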;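 note: plate controls were DMSO wells for no effect and 5 µM unlabelled arrestin peptide for full effect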
#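 System: GST-AP2 R879A bound to glutathione beads, E. coli-expressed. Also added: 50 nM FITC-arrestin peptide. Schedule: compound with beads 12 min RT, then probe 1 h RT. Signal: bead flow cytometry, FITC channel. Read-out basis: percent response.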
# Active calls of the source: *; . = no result given.
SMILES,PKA-R1A activ,PKA-R2B act,DSG3 Ab inh,HTR5A inv ctr,OPRM1-OPRD1 ag,V-ATPase pH,DAGLB inh,HTR5A ag ctr,OPRM1-OPRD1 inv,Arr AP2 block
CCCCc1ccc(NC(=O)CC(C)C)cc1,-1,-12,103,-1,1.5,2,-4,0,-11,-3
Cc1cc(C)n(CC(=O)NNC(=O)CCCOc2ccc(Cl)c(C)c2)n1,9,4,107,10,-6.1,0,-1,3,20,15
O=C(COc1ccc(/C=N/NC(=O)c2ccc(O)cc2)cc1)Nc1ccc([N+](=O)[O-])cc1,-3,8,112,-15,0.6,6,2,7,-3,-4
CC(C)N(N=Nc1ccc([N+](=O)[O-])cc1)C(C)C,-7,3,111,7,3.8,-1,-6,-2,-28,-4
C=CCn1c(SCC(=O)N2CCN(c3ccccc3)CC2)nnc1-c1ccco1,-5,5,100,-22,-3.8,-3,0,8,17,5
COCCn1cnnc1SCC(=O)Nc1cc(C)on1,2,4,95,1,-2.8,-3,-1,0,14,-13
Cc1cc(C)c(S(=O)(=O)NCCc2cc3ccc(C)c(C)c3[nH]c2=O)c(C)c1,5,15,108,-18,1.6,-7,-4,17*,-8,-1
COc1ccc2nc(NCCNC(=S)NCCCN3CCOCC3)c(C#N)cc2c1,10,9,98,27,-0.7,0,0,3,4,-5
O=C(CCNC(=O)c1ccccc1Cl)Nc1cc(S(=O)(=O)N2CCOCC2)ccc1N1CCCC1,-12,-2,98,7,0.1,0,2,-3,0,0
Cc1ccccc1-n1c(=S)[nH]c2nc3c(cc2c1=O)COC(C)(C)C3,-9,2,95,7,-2.3,-3,3,-8,12,-4
Cc1onc(-c2c(Cl)cccc2Cl)c1COC(=O)c1ccc(Cl)cc1[N+](=O)[O-],-10,3,114,-8,3.3,-6,-8,4,-17,2
Cc1nn(Cc2ccc(Cl)cc2Cl)c(C)c1NC(=O)c1nn(C)cc1Cl,-6,8,104,7,-2.4,3,0,-2,13,-6
CCCC(=O)Nc1nc2nc(C)cc(=O)n2[nH]1,0,1,109,6,4.5,3,6,-2,-25,-3
O=C(NNC1=NS(=O)(=O)c2ccccc21)c1ccccc1Cl,12,5,106,-9,-1.7,0,2,-3,9,28
N=c1c(C(=O)NCc2ccc3c(c2)OCO3)cc2c(=O)n3ccccc3nc2n1CC1CCCO1 (configuration not stated),-5,0,97,24,-1.8,9,2,-2,9,9
O=[N+]([O-])c1ccc(-c2nn(-c3ccccc3)cc2/C=N/n2c(-c3ccncc3)n[nH]c2=S)cc1,10,-1,98,0,-0.7,-3,1,-4,3,-11
COC(=O)c1nnn(-c2nonc2N)c1CSc1nc2ccccc2o1,-7,-12,104,-15,2.7,-3,0,6,-17,2
O=C(O)COCC(=O)Nc1ccc2c(c1)ncn2CCc1ccccc1,7,-2,98,-12,0.4,-1,2,3,-2,58*
Cc1ccc(S(C)(=O)=NC(=O)NC(=O)c2c(F)cccc2Cl)cc1 (configuration not stated),4,-12,119,37,-1.4,1,1,0,7,13
Cc1ccc(S(=O)(=O)NCCC(=O)NCCSc2ccc(Br)cc2)cc1,1,2,104,-8,-1.4,0,-5,3,7,-10
CCOC(=O)c1nnc(-c2ccccc2)nc1Sc1ccccc1Cl,-6,6,105,-4,-3.2,5,-10,2,16,-13
COc1ccccc1NC(=O)N1CCN(c2ncccn2)CC1,-3,-6,94,3,-0.2,-2,0,-1,1,-4
Cc1ccc(OCCNC(=O)c2ccccc2SCC(=O)N2CCCC2)cc1,-3,-4,128,-15,-1.5,2,0,6,8,7
Cc1ccc(C(=O)N(Cc2nnc(-c3ccccc3Cl)o2)C2CC2)o1,-7,3,97,.,.,-2,-1,.,.,.
S=C1NC[C@H](Cc2ccccc2)N1CC1CCN(CCCC2CCCC2)CC1,-4,-11,108,-8,3.4,-1,-1,2,-16,-9

# (cont.)
SMILES,PKA-R1A activ,PKA-R2B act,DSG3 Ab inh,HTR5A inv ctr,OPRM1-OPRD1 ag,V-ATPase pH,DAGLB inh,HTR5A ag ctr,OPRM1-OPRD1 inv,Arr AP2 block
Cc1ccc2cc(C)c(SCC(=O)NCc3ccco3)nc2c1,-8,5,100,0,-3.9,-1,-3,0,19,12
C=CCNC(=O)COC(=O)c1cc(S(=O)(=O)N2CCOCC2)ccc1N1CCCCC1,-9,-6,100,-1,-2.3,1,0,2,14,18
O=C(CSc1ccccc1F)Nc1ccc(N2CCOCC2)cc1,2,3,100,-26,-3.0,1,0,7,16,30
O=C(O)c1cn(-c2ccc(F)cc2)c2cc(N3CCNCC3)c(F)cc2c1=O,6,8,93,4,-1.0,7,1,-1,6,14
O=C(Nc1ccon1)c1ccc(Br)s1,-14,-2,102,-9,-1.3,3,3,0,7,2
O=C(Nc1ccc(C(F)(F)F)cc1)N1CCN(C(=O)c2ccco2)CC1,12,1,98,8,-3.0,-3,-1,0,16,37
CSc1ccccc1C(=O)N(C)C(c1ccccc1)c1ccccc1,-1,8,102,-8,4.8,1,-7,2,-30,-1
O=C1c2ccccc2C(=O)N1N(c1ccccc1)c1ccccc1,-7,6,99,6,4.5,-4,-2,-2,-23,37
C[C@H]1CCC[C@@]2(O[C@@H](CCO)C[C@H](O)[C@H]2O)O1,1,6,96,-32,-2.5,-3,-2,1,13,9
Cn1c(N)c(C(=O)CCl)c(=O)n(Cc2ccccc2)c1=O,-2,5,97,6,0.1,5,-2,-2,0,12
COc1cccc(NC(=O)Nc2cc(C)ccc2F)c1,-13,-1,101,4,2.7,0,-1,-2,-13,3
CC(C)C(=O)N1CCN(c2ccc(NC(=O)c3ccco3)cc2Cl)CC1,15,-12,110,-16,-2.1,3,0,6,11,6
COc1ccc(-n2c(C)cc(C(=O)COC(=O)c3cc(OC)c(OC)cc3NC(=O)c3cccs3)c2C)cc1,-6,-18,93,31,-3.3,0,-2,-1,15,-12
CCOC(=O)NC(=O)/C(C#N)=N/Nc1ccc(F)cc1,7,6,88,2,-2.5,0,4,-1,12,23
COc1ccc(-n2c(-c3ccco3)n[nH]c2=S)cc1,-9,-7,97,11,-0.3,-1,1,4,1,5
Cc1ccc(C(=O)NCC(=O)NCC(c2cccs2)N(C)C)cc1C (configuration not stated),-14,-5,109,15,-0.7,-2,-2,-6,3,9
COc1ccc(-n2c(=O)[nH]cc(C(=O)Nc3ccc4c(c3)OCCO4)c2=O)cc1,-11,-1,99,-8,0.1,0,0,3,0,35
Cc1cccc(CCNCc2c(C(=O)O)c(C)n(-c3ccccc3)c2C)c1,-4,-6,108,-2,0.8,-4,-9,1,-3,15
CCOC(=O)c1cccc(NC(=O)Nc2ccc(OCC)cc2)c1,-1,1,101,-14,6.6,-4,-2,6,-34,-22
Fc1ccc(OCc2nn[nH]n2)c(F)c1,5,-11,99,-15,0.5,-4,-1,0,-2,15
COC(=O)c1cc(OC)c(OC)cc1NC(=O)c1c(-c2ccccc2)noc1C,-1,-19,106,16,2.4,6,0,1,-13,9
Cc1c(NC(=S)NC(=O)c2ccc(Cl)cc2)c(=O)n(-c2ccccc2)n1C,-13,-2,104,-5,-3.2,8,2,4,16,3
CCn1c(SCC(=O)N2CCOCC2)nc2ccccc21,4,9,98,-3,-0.3,0,-4,1,1,3
CC(=O)NCCC(=O)N1CCc2c([nH]c3ccccc23)C1c1cccc(C)c1 (configuration not stated),-5,-4,108,-2,-3.2,1,-2,1,15,-12
COc1ccc(-c2cc(C(F)(F)F)nc(SCC(=O)NCCN3CCOCC3)n2)cc1OC,9,-7,107,20,0.9,7,2,-4,-5,13

# (next part)
SMILES,PKA-R1A activ,PKA-R2B act,DSG3 Ab inh,HTR5A inv ctr,OPRM1-OPRD1 ag,V-ATPase pH,DAGLB inh,HTR5A ag ctr,OPRM1-OPRD1 inv,Arr AP2 block
CCc1ccc(-c2csc3ncn(CC)c(=O)c23)cc1,-11,0,85,1,-2.4,-5,-3,0,16,2
Cc1nc(-c2cccc(S(=O)(=O)N3CCCC(C)C3)c2)cs1 (configuration not stated),-9,-1,114,-8,0.8,-1,-4,0,-4,-5
CO/C(N)=C(\C#N)N=Cc1ccccc1Cl,-9,-1,95,-1,0.0,2,3,0,0,-6
CC(C)n1c(CNC(=O)c2ccccc2)nc2ccccc21,5,0,.,-5,-2.2,0,2,2,13,-1
CN(C)c1ccc(NC(=O)C2CCCN(S(=O)(=O)c3ccccc3)C2)cc1 (configuration not stated),-1,-5,98,5,-2.4,4,2,-2,12,10
CCOC(=O)c1ccc(N2C(=O)c3cccc4c(C(=O)O)ccc(c34)C2=O)cc1,-6,5,96,0,-1.7,-3,0,0,8,39
CS(=O)(=O)c1cnc(-c2ccccc2)nc1Sc1ccc(F)cc1,1,-8,64*,12,1.4,-3,-1,-3,-6,-7
CCCOc1ccc(CNC(=O)c2ccc3c(c2)N(CC)CCS3)cc1,4,-7,90,-11,0.5,-1,-7,-5,-3,0
CC(C)CNC(=O)COC(=O)Cc1ccc(Cl)cc1,2,3,105,37,-1.0,2,3,3,5,-6
COc1cc(N)c(Cl)cc1C(=O)OCC(=O)NCC1CCCCC1,-4,-8,119,8,-2.0,3,0,-2,10,9
COC(=O)c1ccc(S(=O)(=O)N2CCCCCC2)cc1,-3,6,103,3,0.3,3,-6,6,-2,-3
CC(=O)c1ccc2c(c1)N(CCCN1CCC(CCO)CC1)c1ccccc1S2,-2,7,98,-1,1.3,-6,2,4,-7,16
C=CCN1C(=O)C(O)=C(C(C)=O)C1c1ccccc1F (configuration not stated),10,-8,102,3,-0.8,-4,0,6,4,8

# Some of the entries so far, with each value named.
> Cc1nc(-c2cccc(S(=O)(=O)N3CCCC(C)C3)c2)cs1 (configuration not stated)
  PKA-R1A activ = -9 | PKA-R2B act = -1 | DSG3 Ab inh = 114 | HTR5A inv ctr = -8 | OPRM1-OPRD1 ag = 0.8 | V-ATPase pH = -1 | DAGLB inh = -4 | HTR5A ag ctr = 0 | OPRM1-OPRD1 inv = -4 | Arr AP2 block = -5
> CO/C(N)=C(\C#N)N=Cc1ccccc1Cl
  PKA-R1A activ = -9 | PKA-R2B act = -1 | DSG3 Ab inh = 95 | HTR5A inv ctr = -1 | OPRM1-OPRD1 ag = 0.0 | V-ATPase pH = 2 | DAGLB inh = 3 | HTR5A ag ctr = 0 | OPRM1-OPRD1 inv = 0 | Arr AP2 block = -6
> CC(C)n1c(CNC(=O)c2ccccc2)nc2ccccc21
  PKA-R1A activ = 5 | PKA-R2B act = 0 | DSG3 Ab inh = . | HTR5A inv ctr = -5 | OPRM1-OPRD1 ag = -2.2 | V-ATPase pH = 0 | DAGLB inh = 2 | HTR5A ag ctr = 2 | OPRM1-OPRD1 inv = 13 | Arr AP2 block = -1
